PriA SSB inh – inhibitors of Klebsiella pneumoniae PriA binding to SSB C-terminal tail, primary screen, biochemical, AlphaScreen. AlphaScreen SSBct-PriA binding, biotinylated peptide. inhibition, % at 33 µM. hit rate 0.6% among 430,000; in the data active = inhibition mostly above about 37%, no sharp cut-off; inactive = mostly below about 20%;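 note: plate controls were negative control peptide for no effect and reference peptide for full effect; strong numbers were not always called active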
* = called active by the depositor; & = joins results of further samples. An excerpt. The share of hits here may be higher or lower than overall.

canonical_smiles | PriA SSB inh
COc1cc(=O)n(C)cc1C(=O)NC(c1cccnc1)C1CCOCC1 (stereo not drawn) | 0
CCS(=O)(=O)C1CN(C(=O)c2cccc(-n3cccn3)c2)C1 | -8
O=C(Nc1ccc(-c2csc(Nc3cccnc3)n2)cc1)c1ccc2ncsc2c1 | 6
CCOC(=O)c1ccc(NC(=O)/C(C#N)=C/c2cc(OC)ccc2O)cc1 | 5
Cc1cc(OC2CCN(C(=O)c3ccoc3)C2)cc(=O)o1 (stereo not drawn) | -4
Oc1ccccc1C=Nn1cnnc1 | -6
CC(=O)Nc1ccc(SCCCC(=O)Nc2nc3ccc(C)cc3s2)nn1 | -10
COc1ccc(OC)c(-c2cc(C(=O)NCCn3ccnc3-c3ncccn3)n(C)n2)c1 | 35
O=c1[nH]c(NN=Cc2ccccc2Br)nnc1-c1ccccc1 | -6
CCCc1cc(=O)n(CC(=O)NC(C)C)c(-n2nc(C)cc2C)n1 | 4
CC(=NO)C(=O)NCc1ccccn1 | -2
O=C1CCCCN1c1ccc(NS(=O)(=O)CCOc2ccccc2)cc1 | 15
N#Cc1cccc(C(=O)Nc2cnc3ccnn3c2)c1 | -1
Cn1ccnc1SCC1CCN(C(=O)c2c[nH]c3ccccc23)CC1 | 9
CC(C)(C)c1ccc(OCC(=O)Nc2ccc3c(c2)N(C(=O)C2CCCO2)CC3)cc1 (stereo not drawn) | 2
COc1ccc(-c2ccc(=O)n(CCNC(=O)Nc3ccc(C)c(F)c3)n2)cc1 | 2
COc1ncc(NC(=O)Nc2cccc(C(F)(F)F)c2)c(N2CCCC2)n1 | -4
Cc1cc2ccccc2n1CCNS(=O)(=O)c1ccc(Cl)cc1 | -1
O=C(Nc1ccc2c(c1)CCCN2C(=O)c1cccs1)NC1CCCCC1 | -2
CC(=NO)c1ccc2c3ccccc3n(C)c2c1 | -25
Cc1cccc(-n2c(C)cc(C=NNC(N)=S)c2C)c1 | -1
C(=NN(Cc1ccccc1)c1ccccc1)c1ccco1 | 2
CN(C)c1cccc(C(=O)NC[C@]2(O)CCc3ccccc3C2)c1 | -10
Cc1cccc(-c2noc(-c3sc4ncn(CC(=O)N5CCCC5)c(=O)c4c3C)n2)c1 | -6
COc1cc2nc3sc(Nc4ccc(Cl)cc4)nn3c(=O)c2cc1OC | -2
Cc1ccc(Cc2nnc(NC(=O)c3cccc(SC(C)C)c3)o2)c(C)c1 | -4&4
Cc1cc(C)nc(SCC(=O)NN=Cc2ccc(N(C)C)cc2)n1 | -30
O=C(Nn1cnc2c(cnn2-c2ccc(F)cc2)c1=O)c1ccccc1C(F)(F)F | -4
O=C(c1ccco1)N(CCc1cccs1)C1CC1 | -13
Fc1ccccc1C=NNc1cc(N2CCCCC2)ncn1 | -8
O=C(Cn1cnc2c([nH]c3ccccc32)c1=O)NC1CCN(Cc2ccccc2)CC1 | -14&-1
Cc1cc(NC(=O)c2ccc(-c3ccccc3)cc2)n(C)n1 | -15
C=CCN[C@@H](CC(=O)Nc1sc2c(c1C(=O)OCC)CCCC2)C(=O)O | -6
COc1ccc2ccccc2c1C=NN1C(=O)CSC1=S | 5
O=C(NCCc1ccc(F)cc1)c1nnn(-c2ccccc2)c1CSc1ncccn1 | -14
CCOC(=O)Cc1csc(NC(=O)c2cnccn2)n1 | 4
COc1ccc(S(=O)(=O)N2CCCCC2)cc1C(=O)Nc1ccccn1 | 1
Cc1nnc(NC(=O)CSc2nnc(CNC(=O)c3ccco3)o2)s1 | -13
CC(NS(=O)(=O)c1cccc(Cl)c1)C(=O)Nc1ccccc1F (stereo not drawn) | -5&-3
COc1ccccc1CNC(=O)Cn1cccc(-c2nc(-c3ccc(Cl)cc3)no2)c1=O | 1

As entered above:
For PriA SSB inh, Cc1cc(C)nc(SCC(=O)NN=Cc2ccc(N(C)C)cc2)n1 reads -30
For PriA SSB inh, Fc1ccccc1C=NNc1cc(N2CCCCC2)ncn1 reads -8
For PriA SSB inh, Cc1ccc(Cc2nnc(NC(=O)c3cccc(SC(C)C)c3)o2)c(C)c1 reads -4&4
For PriA SSB inh, COc1ccc(S(=O)(=O)N2CCCCC2)cc1C(=O)Nc1ccccn1 reads 1
For PriA SSB inh, COc1ccccc1CNC(=O)Cn1cccc(-c2nc(-c3ccc(Cl)cc3)no2)c1=O reads 1
For PriA SSB inh, O=C(Nn1cnc2c(cnn2-c2ccc(F)cc2)c1=O)c1ccccc1C(F)(F)F reads -4

Quoted at random: 5 compounds from above.
canonical_smiles | PriA SSB inh
CC(=NO)c1ccc2c3ccccc3n(C)c2c1 | -25
CC(=O)Nc1ccc(SCCCC(=O)Nc2nc3ccc(C)cc3s2)nn1 | -10
COc1ccc2ccccc2c1C=NN1C(=O)CSC1=S | 5
CC(NS(=O)(=O)c1cccc(Cl)c1)C(=O)Nc1ccccc1F (stereo not drawn) | -5&-3
O=C(Nc1ccc2c(c1)CCCN2C(=O)c1cccs1)NC1CCCCC1 | -2

(further entries)
canonical_smiles | PriA SSB inh
CCc1nnc(-c2ccc(NC(=O)COc3ccccc3F)cc2)o1 | 0
COc1ccc(CCNC(=O)CSc2cn(CCNC(=O)c3ccc(Cl)cc3Cl)c3ccccc23)cc1OC | -17
N#Cc1nccnc1N1CCC(CNS(=O)(=O)c2ccccc2Br)CC1 | -22
O=C(Cc1cc(=O)[nH]c(SCc2cccc(Cl)c2)n1)Nc1cccnc1 | -13&0
Cc1ccc(N2CCCS2(=O)=O)cc1NS(=O)(=O)C(C)C | -13
O=S(=O)(NCC(c1cccs1)N1CCc2ccccc21)c1ccccc1 (stereo not drawn) | -4
CCCCNC(=O)c1ccc2nc(N)sc2c1 | 52
CCN1CCCc2cc(CCNC(=O)C(=O)NCc3ccc(OC)cc3)ccc21 | 41
Cc1ccccc1-c1n[nH]c(=S)n1N=Cc1c(C)nn(-c2ccccc2)c1C | -8
O=C(Oc1cccc(C=NNc2nc(N3CCOCC3)nc(N3CCOCC3)n2)c1)c1ccco1 | -4
C=CCN1C(=O)C(C)(C)COc2cc(NC(=O)c3c(-c4ccccc4Cl)noc3C)ccc21 | 8
Cc1ccc2sc(N3CCN(C(=O)c4ccco4)CC3)nc2c1C | -11
Cc1ccc2nc(-c3ccc(NC(=O)c4ccc5c(c4)CCCC5)cc3)sc2c1 | -6
OC1CN(c2nc3ccc(F)cc3s2)C1 | -15
CCOC(=O)C=c1sc(=Cc2ccc3cc(OC)ccc3c2)c(=O)n1CC(=O)NCC1CCCO1 (stereo not drawn) | -16
CS(=O)(=O)N1CCC(C(=O)NCCn2nc(-c3ccccn3)c3c2CCCC3)CC1 | -17
Cc1ccc(/C=N\NC(=O)C(C)(C)Oc2ccc(Cl)cc2)o1 | -4
CCCc1cnc2c(c1SCC(=O)NCc1ccc3c(c1)OCO3)c(=O)n(C)c(=O)n2C | 16
CCCCc1ccc(NC(=O)c2ccccc2C)cc1 | -14&-2
O=C(CSc1nnc(Cc2ccccc2)o1)NCC1CCCO1 (stereo not drawn) | 4

The list goes on, starting with the last four of the part before.
canonical_smiles | PriA SSB inh
Cc1ccc(/C=N\NC(=O)C(C)(C)Oc2ccc(Cl)cc2)o1 | -4
CCCc1cnc2c(c1SCC(=O)NCc1ccc3c(c1)OCO3)c(=O)n(C)c(=O)n2C | 16
CCCCc1ccc(NC(=O)c2ccccc2C)cc1 | -14&-2
O=C(CSc1nnc(Cc2ccccc2)o1)NCC1CCCO1 (stereo not drawn) | 4
COc1cc(OC)cc(C(=O)NCCCc2ccc(N(C)C)cc2)c1 | 23
Cc1ccc(C)c(CC(=O)N=c2sc3c(Cl)ccc(C)c3n2C)c1 | 19
Cc1ccc(C=NNC(=O)CNC(=O)COc2ccccc2)o1 | -7
C[C@H](NC(=O)C(=O)NCCCN1CCN(c2ccccc2)CC1)c1ccccc1 | -11
CCc1ccc(S(=O)(=O)NCC2CCN(C(=O)c3cccnc3)CC2)s1 | -19
O=[N+]([O-])c1cc2c(cc1C=Nn1cnnc1)OCO2 | -9
Cc1cc(C)n(-c2cc(SCC(=O)NCc3cccc(C(F)(F)F)c3)ncn2)n1 | -3
COc1ccc2sc(N(Cc3cccnc3)C(=O)CCCS(=O)(=O)Cc3ccccc3)nc2c1 | -17
O=C1CCC(=O)N1Cc1csc(NCc2ccccc2)n1 | -12
CN(C)CCCN(C(=O)c1ccnn1C)c1nc2c(Cl)cccc2s1 | 9
O=C(Nc1nc(C(=O)NCc2ccc(F)cc2)cs1)c1ccc(Cl)cc1 | 3
COc1cc(OC)cc(C(=O)N2CCC3(CC2)NC(=O)NC3=O)c1 | -15
O=C(c1ccsc1)N1CCC(Oc2cnccn2)CC1 | -24
CCc1ccc(CC)c(S(=O)(=O)Nc2ccc(C(=O)OC)cc2)c1 | 7
O=c1ccc(N2CCN(c3ccccc3)CC2)n[nH]1 | -5
Cc1cc(-c2nnc(NC(=O)C3Oc4ccccc4OC3C)o2)n(C)n1 (stereo not drawn) | -8
CCOc1cccc2sc(NC(=O)Cc3ccc4c(c3)OCO4)nc12 | -8
CS(=O)(=O)c1ccc2nc(NC(=O)CCCC(=O)O)sc2c1 | 2
O=C(CC1CCCCN1S(=O)(=O)c1ccc(F)cc1)NCCC1=CCCCC1 (stereo not drawn) | 21
COc1ccc(OC)c(-c2cc(C(=O)NCc3sc(-c4cccs4)nc3C)[nH]n2)c1 | 7
O=C(CCCS(=O)(=O)c1ccc(F)cc1)Nc1nc(-c2ccccc2)c(C(=O)c2ccccc2)s1 | 8
COc1ccc(NC(=O)Cn2ncn3nc(-c4ccccc4)cc3c2=O)cc1OC | -11
COc1ccc(-c2nc(CCNC(=O)Cn3nc(-n4cccn4)ccc3=O)cs2)cc1OC | 5
O=S(=O)(NCC1(O)CCCC1)c1cccc(Cl)c1 | -15
O=S(=O)(c1ccccc1)C1CC2CCC(C1)N2S(=O)(=O)c1cnc[nH]1 (stereo not drawn) | -6
CC(=NNC(=O)c1cnccn1)c1ccc([N+](=O)[O-])cc1 | 1
COc1ccc(CCNC(=O)CSc2nc(-c3cccs3)nc3c2c(=O)n(C)c(=O)n3C)cc1OC | -18&-6
O=C(Cc1ccc2c(c1)OCO2)Nc1nnc(-c2ccc(Br)s2)o1 | 2
Cc1cc(-c2nnc(NC(=O)CCc3ccccc3)o2)n(C)n1 | 12
Cc1noc(C)c1CCC(=O)NC1CCC(Oc2nccnc2C#N)CC1 (stereo not drawn) | -12
COc1ccc(N2C(=O)/C(=C/c3cccnc3)SC2=S)c(OC)c1 | 5
CC(=O)c1ccccc1C(=O)N1CCN(c2cc(C(F)(F)F)nc(C)n2)CC1 | -15
Cn1nc(CN(C(=O)c2ccc(F)cc2Cl)C2CCCC2)c2c1CCC2 | -14
COc1cc(OC)c(OC)cc1C=Nn1c(C)nc2ccccc2c1=O | -5
C=CCOc1ccc(C(CC)=NO)cc1OC | -27
O=C(CCCOc1ccc(Cl)cc1Cl)NN=Cc1ccco1 | -12
Cn1cccc(C(=O)NCc2ccc(C(=O)c3ccsc3)s2)c1=O | -3
CN(C)c1ccc(NC(=O)c2csc(Nc3ccccc3)n2)cc1 | 71
Cc1onc(-c2ccccc2Cl)c1C(=O)Nc1nnc(-c2ccco2)o1 | 21
CC(C)NC(=S)NN=Cc1ccc(N2CCOCC2)cc1 | -10
Fc1ccccc1-c1nnc(SCc2cccc(C(F)(F)F)c2)o1 | 0
NC(=NOC(=O)Cc1ccc(Cl)cc1)c1cccnc1 | -26
O=c1[nH]cc(S(=O)(=O)Nc2ccc(Cl)c(Cl)c2)c(=O)[nH]1 | -1
CC(C)S(=O)(=O)c1ccc(CC(=O)N[C@H]2CC(=O)N(C)C2)cc1 | -16
CCOc1ccc(NC(=O)c2cc3c(=O)n4ccccc4nc3n(CCN3CCOCC3)c2=N)cc1 | 8
O=C(Nc1ccc(S(=O)(=O)N2CC3CC(C2)c2cccc(=O)n2C3)cc1)c1ccco1 (stereo not drawn) | -4
O=C(Nc1nnc(-c2ccco2)o1)C1CCN(S(=O)(=O)c2ccc(Cl)cc2)CC1 | -19&9
N#CC(C(=O)N1CCOCC1)=c1sc(=Cc2ccccn2)c(=O)n1-c1ccccc1 | -1
COc1ccc(Cl)cc1NC(=O)NCC(c1ccsc1)N1CCN(C)CC1 (stereo not drawn) | -20
O=C(CSCc1ccccc1)N(Cc1cnc2ccccn12)c1ccccc1 | 27
Cc1cccc(Nc2nnc(CC(=O)N3CCCCC3)s2)c1 | -13
O=c1[nH]c(SCc2ccccc2F)nc2c(-c3ccccc3)c[nH]c12 | -2
CC(=NNC(=O)c1cc(C)nc2ccccc12)c1ccncc1 | -17
Cc1coc(C)c1C(=O)NC1CCCC1 | -10
O=C(NCCc1cccs1)C1CCc2nc[nH]c2C1 (stereo not drawn) | -4
O=C(Nc1cnn(CC2CCOCC2)c1)c1nc2ccccc2s1 | 1
O=C(Nc1nnc(-c2ccc3c(c2)OCCO3)o1)c1cccc(Cl)c1 | -6
COc1ccccc1OCCNC(=O)c1ccc(Nc2nn3c(=O)c4ccccc4nc3s2)cc1 | -2
COc1ccc(C=NN2CCN(c3ccccc3)CC2)cc1Br | -7
O=C(Nc1cnn(C2CCOCC2)c1)c1ccc(Br)o1 | 9

Next part
canonical_smiles | PriA SSB inh
O=C(NCC1CCN(C(=O)Nc2ccc(F)cc2)CC1)C(=O)Nc1cccc(N2CCCCC2=O)c1 | -23
COc1ccc(S(=O)(=O)Nc2ccc3nc(C)n(-c4ccc(Cl)cc4)c(=O)c3c2)cc1C | 10
Cc1cc(C)n(CCN2CCCN(C(=O)C3(c4ccc(Cl)cc4)CCCC3)CC2)n1 | 7
COc1ccc2c(c1)sc(=NC(=O)c1cccc(S(C)(=O)=O)c1)n2C | -6
CC(=O)Nc1cccc(C(C)=NNS(=O)(=O)c2ccccc2)c1 | -8
N#Cc1cc(Br)c(OC(=O)COc2ccc(Br)cc2)c(Br)c1 | -19
Cc1cc(=O)[nH]c(-n2ncc(C(=O)N3CCN(c4ccccc4)CC3)c2C)n1 | -10
Cc1c(C=NNC(=O)c2cc(Br)ccc2O)c(=O)n(C)c(=O)n1C | -3
O=C(NCCn1ccc(-c2ccsc2)n1)Nc1ccc(Cl)c(Cl)c1 | -1

Screening data as filed in PubChem.
